Assay outcomes (PubChem)
SIAE inh – human SIAE inhibitors, primary screen, biochemical, fluorescence polarization, FP-Rh probe, 1536-well HTS; Sialate O-acetylesterase (Homo sapiens), Q9HAT2; SIAE FP-Rh probe binding; inhibition, % at 9.66 µM; actives 0.69% (n = 370,000);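 active means inhibition above a cutoff: mean of compounds within the control limits plus 3 SD of those, cut at about 17% in these data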;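 further: 0% = plate median of compound wells and 100% = probe without SIAE protein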
mABHD4 FP – ABHD4 inhibitors, primary screen, biochemical, fluorescence polarization, mouse. inhibition, % at 8.92 µM. purified mABHD4, FP-Rh probe fluorescence polarization. (Lyso)-N-acylphosphatidylethanolamine lipase (Mus musculus), Q8VD66. actives 0.54% (n = 370,000);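 active means inhibition exceeding the mean over every tested compound plus 3 SD, cut at about 30% in these data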;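 further: 0% = plate median of compound wells and 100% = S159A mutant with DMSO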
Target sequence (Q8VD66 whole entry, looked up): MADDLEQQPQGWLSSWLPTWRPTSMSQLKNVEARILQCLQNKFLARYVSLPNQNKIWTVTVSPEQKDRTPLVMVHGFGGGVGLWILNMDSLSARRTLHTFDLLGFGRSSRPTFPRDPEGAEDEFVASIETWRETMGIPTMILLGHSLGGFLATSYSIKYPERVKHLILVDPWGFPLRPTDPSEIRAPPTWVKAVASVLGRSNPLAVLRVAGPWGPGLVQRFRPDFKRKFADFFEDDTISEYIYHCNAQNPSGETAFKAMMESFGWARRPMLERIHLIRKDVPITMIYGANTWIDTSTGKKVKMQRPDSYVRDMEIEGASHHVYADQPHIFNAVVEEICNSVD
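Test system: mouse ABHD4 enzyme, wild type. Reagent: FP-Rh fluorescent activity-based probe, added after compound pre-incubation. Timing: pre-incubation 45 min, probe exposure 60 min, at 25 °C. Technique: FP readout, ex 525 nm / em 598 nm. Benchmarks: high control S159A mutant with DMSO, low control median of compound wells.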
LEDGF integ inh – blockers of LEDGF/p75-dependent integrase strand transfer – biochemical, TR-FRET, high throughput, primary screen | inhibition, % at 3.7 µM | actives 0.64% (n = 370,000) | HIV-1 integrase (with human LEDGF/p75) | TR-FRET IN-LEDGF/p75 DNA integration, Eu/Cy5;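 active means inhibition above the screen-wide mean plus 3 SD, cut at about 13% in these data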;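 further: signal is the Cy5 over europium emission ratio at 671 and 618 nm; 0% = plate median of compound wells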
rCAG binder – binders of r(CAG) RNA repeats, primary screen, biochemical, fluorescence; r(CAG) RNA repeat, TO-PRO-1 dye displacement fluorescence; inhibition, % at 3 µM; actives 1.3% (n = 370,000); AID 651821, 2012;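 active means inhibition above the plate cutoff, the mean of all test compounds on that plate plus 3 SD, cut at about 35% in these data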;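 further: 0% = DMSO alone and 100% = 100 µM mitoxantrone as full dye displacement; higher means more dye released from RNA so lower well fluorescence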
TDP2 absorb – human TDP2 enzyme inhibitors, primary screen, biochemical, epi absorbance, recombinant enzyme | inhibition, % at 12.8 µM | AID 720702, 2013 | actives 0.34% (n = 370,000) | T5PNP hydrolysis, p-nitrophenol absorbance 415 nm | Tyrosyl-DNA phosphodiesterase 2 (Homo sapiens), O95551;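 active means inhibition above the mean of all tested compounds plus 3 SD, set per campaign, cut at about 25% in these data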;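 further: 0% = DMSO with enzyme and 100% = buffer with substrate but no TDP2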
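test system = human TDP2 enzyme | input = TDP2 enzyme at 120 nM final | medium = 50 mM Tris-HCl pH 7.5 with Mg2+, KCl, DTT, BSA | also added = T5PNP substrate, 5 mM | times = 2 h at 37 °C | technique = epi absorbance | benchmarks = high control without enzyme, low control DMSO plus TDP2 | replication = each compound tested once, singlicate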
MBD2 inh – inhibitors of MBD2 binding to methylated DNA, primary screen, biochemical, TR-FRET, DNA-binding domain, human. Methyl-CpG-binding domain protein 2 (Homo sapiens), Q9UBB5. MBD2 binding to methylated oligonucleotide. inhibition, % at 4.4 µM. actives 0.31% (n = 370,000). AID 686964, 2013; in the data active means inhibition above about 13%
Target sequence (Q9UBB5 whole entry, looked up, the tested form may be a part): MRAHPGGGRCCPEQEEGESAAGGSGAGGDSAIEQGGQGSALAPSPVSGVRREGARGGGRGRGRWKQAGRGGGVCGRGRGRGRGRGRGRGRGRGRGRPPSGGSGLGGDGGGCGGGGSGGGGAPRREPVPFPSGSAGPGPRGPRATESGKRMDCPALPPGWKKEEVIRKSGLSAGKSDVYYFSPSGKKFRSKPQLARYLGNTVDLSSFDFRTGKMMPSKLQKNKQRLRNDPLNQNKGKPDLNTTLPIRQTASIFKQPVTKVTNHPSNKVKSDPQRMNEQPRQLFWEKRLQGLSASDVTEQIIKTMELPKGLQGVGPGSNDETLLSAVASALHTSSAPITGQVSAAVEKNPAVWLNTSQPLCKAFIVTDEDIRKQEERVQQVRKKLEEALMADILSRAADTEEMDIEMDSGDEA
HTRA1 inh – HTRA1 serine protease inhibitors, primary screen, biochemical, fluorescence polarization, HTS; recombinant HTRA1, FP-rhodamine activity-based probe; inhibition, % at 5.96 µM; actives 0.5% (n = 340,000); AID 504803, 2011; in the data active means inhibition above about 36%;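 further: 0% = enzyme with DMSO and 100% = wells lacking enzyme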
GC-B act – human GC-B receptor activators, primary screen, HEK293 GC-B cells, cGMP TR-FRET, EC30 CNP; actives 0.11% (n = 370,000); Atrial natriuretic peptide receptor 2 (Homo sapiens), P20594; 0% at EC30 CNP, 100% saturating CNP; activation, % at 10 µM;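 active means activation at 10 µM reaching about 35% in either raw or pattern-adjusted values, limit read from the data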
PRMT1 FP inh – PRMT1 methyltransferase inhibitors, primary screen, biochemical, fluorescence polarization. Protein arginine N-methyltransferase 1 (Homo sapiens), Q99873. recombinant PRMT1, activity-based probe fluorescence polarization. inhibition, % at 2.79 µM. actives 1.3% (n = 370,000). AID 652257, 2013;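 active means inhibition above about 21% made by adding two undisclosed values, limit read from the data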
Target sequence (Q99873 whole entry, looked up): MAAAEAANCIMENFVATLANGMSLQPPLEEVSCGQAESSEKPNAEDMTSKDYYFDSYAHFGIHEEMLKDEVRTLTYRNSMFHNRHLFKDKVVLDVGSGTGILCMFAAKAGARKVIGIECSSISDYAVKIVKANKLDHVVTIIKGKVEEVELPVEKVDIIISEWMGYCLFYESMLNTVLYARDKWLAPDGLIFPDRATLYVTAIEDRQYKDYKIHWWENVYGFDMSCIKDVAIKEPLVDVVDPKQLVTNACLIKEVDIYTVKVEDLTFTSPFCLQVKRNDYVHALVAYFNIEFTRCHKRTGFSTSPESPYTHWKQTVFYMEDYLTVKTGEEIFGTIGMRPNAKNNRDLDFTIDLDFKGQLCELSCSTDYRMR
TCR-CD3 inh – inhibitors of human TCR-CD3 interaction, primary screen, biochemical, fluorescence, TAMRA-labeled TCR probe | inhibition, % at 9.4 µM | T-cell receptor (TCR) | actives 0.37% (n = 360,000); in the data active means inhibition above about 19%;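 further: recombinant mutant TCR 2C K166C tagged with TAMRA read by polarization; 0% = receptor in buffer alone and 100% = receptor with positive control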
The depositor's hits bear a star; / = no result given.

Below each compound: SIAE inh, mABHD4 FP, LEDGF integ inh, rCAG binder, TDP2 absorb, MBD2 inh, HTRA1 inh, GC-B act, PRMT1 FP inh, TCR-CD3 inh
1	O=C(OC1CCN(c2ccc([N+](=O)[O-])cc2)CC1)c1ccccc1
→ -1, 1, -6, 1, 5, 3, -1, 2, 0, 1
2	COc1ccc(C(=O)Nc2ccnn2C2CCN(C(=O)c3cnsn3)CC2)cc1
→ -6, -4, 1, 0, -7, -7, 3, 2, -2, -2
3	NC(=O)NOCc1ccc(Cl)cc1Cl
→ 2, 4, -2, -6, -7, 1, 2, 3, 4, 5
4	C/C(=N\NS(=O)(=O)c1ccc(Br)cc1)c1cccs1
→ -1, -3, -4, 8, -2, 3, 6, 3, 1, -2
5	N#CC1=C(N)N2C(=C(C#N)C13CCCC3)Nc1ccccc12
→ 2, -1, 0, 8, 4, -5, -8, -2, 0, -4
6	CC(=O)N1CCc2c(sc(NC(=O)Cc3ccc(F)cc3)c2C(N)=O)C1
→ 7, 4, 1, 1, -12, -4, 5, -2, -2, 8
7	O=[N+]([O-])c1ccc(NC(=S)N2CCN(S(=O)(=O)c3ccccc3)CC2)cc1
→ -1, -3, -3, 14, -11, 3, -5, -4, 0, -3
8	O=C1c2ccccc2S(=O)(=O)N1CC(O)COc1ccc(Br)cc1 (stereo unspecified)
→ -7, -7, -1, -4, 4, -4, -2, -5, 0, 7
9	O=c1cc(O)nc2n1CCCS2
→ -7, -2, 0, 0, -10, -1, -8, 5, 2, 3
10	O=C(Nc1ccc(OC(F)(F)C(F)F)c(NC(=O)c2cccc(F)c2)c1)c1cccc(F)c1
→ 4, 4, -1, 0, 8, -2, -4, 0, -3, -11

Further compounds follow.
Below each compound: SIAE inh, mABHD4 FP, LEDGF integ inh, rCAG binder, TDP2 absorb, MBD2 inh, HTRA1 inh, GC-B act, PRMT1 FP inh, TCR-CD3 inh
11	CCc1ccccc1NC(=S)N1CCCCCC1
→ -1, 0, -1, 0, 7, -2, 3, 3, -1, 1
12	CC1(C(=O)NS(=O)(=O)c2ccc(Cl)cc2)CCN1C(=O)CCc1ccccc1 (stereo unspecified)
→ 0, -3, 4, 11, 1, 1, /, 7, -3, 4
13	COc1cc(NC(=O)C2CCN(S(=O)(=O)c3cccc4nonc34)CC2)cc(OC)c1
→ 0, 1, 4, 8, -7, -1, -13, -2, 1, -5
14	Cc1ccc(/C=C/C(=O)NCCc2cccc(Cl)c2)o1
→ -1, 6, -4, 0, 3, 5, -16, -4, 46*, -2
15	Cc1nn(CC(=O)Nc2ccc3c(c2)OCO3)c(C)c1[N+](=O)[O-]
→ -4, 3, -5, 2, -10, 3, -2, /, -2, 3
16	CC(C)(C)C(=O)NC(=S)N1CCCC1
→ -1, -4, 1, -3, 2, 2, 0, 7, -3, -2
17	NS(=O)(=O)c1ccc(NC(=O)COC(=O)C2CCCCC2)cc1
→ -1, -3, -1, 6, 9, 3, 4, 3, -1, 6
18	Cc1ccc([N+](=O)[O-])cc1S(=O)(=O)Nc1ccc(C(=O)N2CCN(C(=O)c3ccco3)CC2)cc1
→ 5, 0, 1, 31, 10, 1, 6, 2, -3, 0
19	O=C(NN=Cc1ccc2c(c1)OCO2)c1ccncc1
→ 14, 1, -3, 3, 1, -2, 1, 3, -2, 2
20	CCOC(=O)c1[nH]c2c(c1-c1ccc(OC)cc1)C(=O)CC(c1ccc(OC)c(OC)c1)C2 (stereo unspecified)
→ -6, -10, -4, 3, -9, 7, -18, -4, 8, 2

(continued)
Below each compound: SIAE inh, mABHD4 FP, LEDGF integ inh, rCAG binder, TDP2 absorb, MBD2 inh, HTRA1 inh, GC-B act, PRMT1 FP inh, TCR-CD3 inh
21	O=C(CCN1C(=O)/C(=C/c2ccccc2F)SC1=S)NCCCN1CCOCC1
→ -4, -11, 3, 2, 2, -5, -10, 2, 4, 1
22	O=c1[nH]c(CSc2nnc3ccccn23)nc2ccccc12
→ 0, 3, 1, -1, -14, -3, 1, -2, -2, 2
23	Cn1c(SCc2ccccc2)nnc1-c1ccc(O)cc1
→ 3, -6, 5, -1, -26, -1, 0, 6, 1, -5
24	C#CCNC(=O)c1cnn(-c2ccccc2)c1N
→ 7, 2, 7, 1, -1, -9, /, 6, -2, /
25	COc1ccc(C2C(C(=O)N3CCCCC3)c3ccccc3C(=O)N2C)cc1 (stereo unspecified)
→ 1, 2, -7, -5, 3, -4, 4, -6, -3, 10
26	COc1ccc(C2Nc3ccccc3C(=O)N2c2ccc(C)cc2)cc1Cn1nnc2ccccc21 (stereo unspecified)
→ -3, -6, -1, 3, -3, -1, -10, -7, -2, 0
27	COc1ccccc1-n1c(SCC(=O)N(C)C2CCS(=O)(=O)C2)nc2ccccc2c1=O (stereo unspecified)
→ 10, 4, 4, -2, -1, -6, 4, -6, 0, 8
28	O=C(Nc1ccc(C(=O)N2CCOCC2)cc1)c1ccc([N+](=O)[O-])cc1
→ -3, 1, -2, 0, -11, -2, 2, -2, -4, -2
29	CCOC(=O)c1cnc(-n2nc(C)cc2C)[nH]c1=O
→ -6, 1, -6, 0, 7, 2, 4, 2, 1, -16
30	CSc1ccc(CNC(=O)Cn2nc(C)c3c(C)n(-c4ccc(C)cc4)nc3c2=O)cc1
→ 3, 0, 3, 0, 12, 1, 5, 1, 1, 4

Next section.
Below each compound: SIAE inh, mABHD4 FP, LEDGF integ inh, rCAG binder, TDP2 absorb, MBD2 inh, HTRA1 inh, GC-B act, PRMT1 FP inh, TCR-CD3 inh
31	C=CC(C)N1C(=O)S/C(=C\c2ccc(N3CCOCC3)cc2C)C1=O (stereo unspecified)
→ 2, 0, -2, 3, 5, 4, -6, 5, 1, 1
32	Cc1oc(-c2ccc(Cl)cc2)nc1CN1CCC(C(=O)NCCCN2CCCC(C)C2)CC1 (stereo unspecified)
→ -1, 4, 2, -6, 4, -2, 1, -3, -4, 4
33	Oc1[nH]c2ccccc2c1C=NCC1CCCO1 (stereo unspecified)
→ -5, -5, -7, -2, -2, 4, -1, -6, 5, 0
34	CCN(C(=O)CSc1nnnn1C)c1c(N)n(Cc2ccccc2)c(=O)[nH]c1=O
→ 5, 0, 2, -2, 6, -7, 0, 1, 2, 10
35	Cn1c(CC(=O)NNC(=O)c2ccc(Cl)nc2)nc2ccccc21
→ -2, 2, 6, 4, 2, 5, 8, 0, 0, -1
36	COc1ccccc1C(=O)NCC(=O)N/N=C/c1cn[nH]c1-c1ccccc1
→ -10, -9, -4, -5, -11, -1, 0, 2, 5, -4
37	CN(CC(=O)NC1CCCCCC1)S(=O)(=O)c1ccc(F)cc1
→ 10, 0, 0, -3, 0, -1, 0, 8, -1, 3
38	COc1cccc(NC(=O)N2CCC(C(N)=O)(N3CCCCC3)CC2)c1
→ -1, 1, -2, -1, -1, -2, 4, -2, -2, 5
39	CC(=O)/C(=N/Nc1ccc(C)cc1)Sc1nnc(CCc2ccccc2)n1-c1ccccc1
→ -1, 9, -1, 2, 4, -1, -1, -15, -2, 3
40	Cc1cccc(NC(=O)CN(C)C(C)C(=O)Nc2ccc(S(=O)(=O)N3CCCC3)cc2)c1C (stereo unspecified)
→ -15, -7, 6, 4, -12, 3, -17, -7, -4, -4

The list goes on:
Below each compound: SIAE inh, mABHD4 FP, LEDGF integ inh, rCAG binder, TDP2 absorb, MBD2 inh, HTRA1 inh, GC-B act, PRMT1 FP inh, TCR-CD3 inh
41	O=C(O)C1=C[C@H](c2ccccc2)C[C@H](OCc2ccc(CO)cc2)O1
→ -8, 1, 3, 3, 4, -2, 4, 6, -1, -2
42	O=c1c2ccccc2nnn1COc1cccc(Cl)c1
→ 2, -9, 0, -6, 13, 3, -6, -1, 1, -6
43	COc1ccc(NC(=O)Cn2nnc(-c3ccccc3)c2COc2ccc(C(C)=O)cc2)cn1
→ -8, -4, -1, 3, 6, -1, /, 0, 2, 0
44	C[C@H]1CN([C@@H](C)CO)S(=O)(=O)c2ccc(Br)cc2O[C@H]1CN(C)C(=O)Cc1ccncc1
→ 1, 2, -3, 0, 3, 2, /, 3, 1, 1
45	CCOC(=O)C1CCCN(CC(=O)Nc2nccs2)C1 (stereo unspecified)
→ 1, 7, -2, 0, 4, -3, -6, 0, -5, 3
46	O=C(NCCc1ccc(Cl)cc1)c1cnccn1
→ -7, 0, 6, -2, -4, -3, 4, 1, -4, 1
47	COCCNCC(=O)Nc1ccccc1Sc1ccccc1
→ 6, 5, 2, -7, 2, -5, 3, -7, 0, 13
48	COc1cccc(-c2cnc(C(O)c3cc(Cl)cc(Cl)c3)[nH]2)c1 (stereo unspecified)
→ -3, -30, 2, 4, -8, 8, /, 2, 8, -4
49	COC(=O)[C@]12C[C@H](CC(=O)NCc3ccc(C)o3)C(=O)N(Cc3cccc4ccccc34)C1=C[C@H](C(C)C)O[C@@H]2C1CC1
→ 3, -14, 2, 5, -8, -1, /, -4, 1, /
50	CCCCNC(=O)C(=O)N/N=C/c1ccc(OCc2ccccc2)cc1
→ -4, -2, -2, -1, -9, -7, -1, -2, -5, 4

Some of the entries so far, as labelled records.
45) CCOC(=O)C1CCCN(CC(=O)Nc2nccs2)C1 (stereo unspecified)
  SIAE inh: 1 | mABHD4 FP: 7 | LEDGF integ inh: -2 | rCAG binder: 0 | TDP2 absorb: 4 | MBD2 inh: -3 | HTRA1 inh: -6 | GC-B act: 0 | PRMT1 FP inh: -5 | TCR-CD3 inh: 3
46) O=C(NCCc1ccc(Cl)cc1)c1cnccn1
  SIAE inh: -7 | mABHD4 FP: 0 | LEDGF integ inh: 6 | rCAG binder: -2 | TDP2 absorb: -4 | MBD2 inh: -3 | HTRA1 inh: 4 | GC-B act: 1 | PRMT1 FP inh: -4 | TCR-CD3 inh: 1

The results go on.
Below each compound: SIAE inh, mABHD4 FP, LEDGF integ inh, rCAG binder, TDP2 absorb, MBD2 inh, HTRA1 inh, GC-B act, PRMT1 FP inh, TCR-CD3 inh
51	C[C@H](CO)N1C[C@H](C)[C@@H](CN(C)C(=O)NC2CCCCC2)Oc2c(NC(=O)c3ccncc3)cccc2C1=O
→ -1, 10, -3, 5, 2, 2, 6, 3, -1, 2
52	O=C1C2C3C=CC(C4CC34)C2C(=O)N1CCCCN1CCN(c2ccc(F)cc2)CC1 (stereo unspecified)
→ -2, 7, -5, -10, 11, 2, 4, -6, 1, -5
53	O=C(NC(=S)Nc1ccc(C(F)(F)F)cc1)c1csnn1
→ -2, -15, -3, 8, -7, 3, 0, 2, 12, 0
54	COc1cccc(NC(=O)CSc2nnc(-c3ccco3)c(-c3ccco3)n2)c1
→ 20*, 46*, 25*, 61*, 9, 2, 39*, -2, 47*, 20*

Some of the compounds tested. The share of hits here may be higher or lower than overall.
